Screening data deposited in PubChem BioAssay by National Center for Advancing Translational Sciences (NCATS).
LDHA inh = blocks human lactate dehydrogenase A; activity change, % (values are at about 110 or 230 µM); P00338; purified LDHA, NADH/diaphorase-resazurin fluorescence; active compounds read low; hit rate 0.15% among 480,000; in the data active means activity change below about -30%; inconclusive means mostly about -25% to -30%;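 further: plate controls were DMSO wells for no effect and wells without enzyme for full effect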
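Remaining NADH was detected by diaphorase (0.133 mg/mL) converting 37 µM resazurin to fluorescent resorufin, read at 0 and 20 minutes. The preceding 5-minute room-temperature reaction used 2 nM LDHA, 0.2 mM sodium pyruvate and 0.06 mM NADH at pH 7.4.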
D1 agonist = activates the human D1 dopamine receptor. P21728. HEK293 T-REx D1 cells, calcium flux, agonist mode. activation, % at 2 µM. hit rate 1% among 360,000; in the data active means activation above about 30%; further: 0% is about no effect
Target sequence (P21728 whole entry, looked up): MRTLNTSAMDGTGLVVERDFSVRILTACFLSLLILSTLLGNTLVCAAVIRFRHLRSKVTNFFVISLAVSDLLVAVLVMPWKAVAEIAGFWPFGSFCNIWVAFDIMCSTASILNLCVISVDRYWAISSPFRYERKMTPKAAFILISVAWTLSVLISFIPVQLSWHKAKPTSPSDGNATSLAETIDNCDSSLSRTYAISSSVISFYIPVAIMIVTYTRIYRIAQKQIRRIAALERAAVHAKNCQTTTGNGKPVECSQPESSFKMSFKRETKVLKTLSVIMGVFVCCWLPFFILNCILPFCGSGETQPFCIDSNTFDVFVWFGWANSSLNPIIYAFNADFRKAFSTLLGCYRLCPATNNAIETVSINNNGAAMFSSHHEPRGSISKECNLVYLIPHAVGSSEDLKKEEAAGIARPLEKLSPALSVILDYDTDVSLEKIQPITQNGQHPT
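Agonism was scored from calcium flux recorded over 180 s (1 read/s) after pintool compound addition, following a 10-cycle baseline. Cells were inducible force-coupled HEK293 TREx D1, plated overnight at 30 C and loaded with no-wash calcium dye.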
D2 potentiator = positively modulates the human D2 dopamine receptor allosterically; hit rate 0.34% among 340,000; P14416; potentiation, % at 10 µM; HEK293 T-REx D2, calcium flux, EC20 dopamine potentiation;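 active means potentiation over 3 SD above the plate norm, cut at about 30% in these data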; further: 0% is about no effect
Target sequence (P14416 whole entry, looked up): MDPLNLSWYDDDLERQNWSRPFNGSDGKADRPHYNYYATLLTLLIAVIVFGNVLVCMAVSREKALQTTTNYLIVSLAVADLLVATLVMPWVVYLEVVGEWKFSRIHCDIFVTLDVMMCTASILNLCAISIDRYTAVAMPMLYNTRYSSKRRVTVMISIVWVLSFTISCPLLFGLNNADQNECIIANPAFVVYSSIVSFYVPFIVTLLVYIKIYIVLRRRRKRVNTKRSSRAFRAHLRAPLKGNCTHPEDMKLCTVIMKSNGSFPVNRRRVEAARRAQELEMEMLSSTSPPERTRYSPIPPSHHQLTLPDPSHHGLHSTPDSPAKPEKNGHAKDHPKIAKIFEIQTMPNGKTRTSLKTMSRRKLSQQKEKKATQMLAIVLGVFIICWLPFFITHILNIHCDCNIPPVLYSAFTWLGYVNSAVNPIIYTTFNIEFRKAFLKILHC
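Tetracycline-induced HEK293 T-REx cells force-coupled to calcium signalling expressed D2; compounds were pin-added after a 10 s baseline, read kinetically 180 s, then an EC20 dopamine challenge followed with a further 180 s calcium read.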
GRP78 ERSR act = induces the endoplasmic reticulum stress response in human glioma cells; U87-MG GRP78 promoter luciferase reporter, 16 h; Potency, µM, for the others: at the top dose activation, usual class: activators; hit rate 0.02% among 420,000; further: potency means the concentration at half of the fitted maximal effect; series mostly up to about 76 µM; % of control where 0% means no effect; nearly all actives have a fitted effect of over 35% in size
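Stably transfected U87-MG human glioma cells carrying a GRP78-based luminescent sensor were seeded at 1000 cells/well, pin-dosed with compounds and incubated 16 h. Luciferase reagent was then added, and end-point luminescence was read after 10 min at room temperature.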
RXFP1 ag = RXFP1 (human) receptor agonism. Q9HBX9. HEK293T-RXFP1 cAMP TR-FRET, 30 min; response scale: percent of porcine relaxin response, buffer zero. Potency, µM (titrated, usually from 57.5 µM), without a hit: top-dose activation, most hits filed as activators. hit rate 0.3% among 370,000. AID 2676; further: potency means the concentration at half of the fitted maximal effect; on the % scale 0 is the no-effect control and ±100 the full control effect; nearly all actives have a fitted effect of over 60% in size; many of its hits are not listed in these tables
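HEK293T cells stably expressing RXFP1 were pretreated with the PDE4 inhibitor Ro 20174, exposed to compounds for 30 min at 37C, lysed, and cAMP was read by TR-FRET. Data normalized to buffer (basal) and 29 nM porcine relaxin (100%).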
D1 potentiator = human D1 dopamine receptor positive modulation. P21728. HEK293 TREx D1 cells, calcium flux, dopamine EC20 potentiation. potentiation, % at 10 µM. hit rate 0.036% among 360,000; in the data active means potentiation above about 30%; further: 0% is about no effect
D1 antagonist = antagonists of human D1 dopamine receptor | P21728 | HEK293 TREx D1 cells, calcium flux, dopamine EC80; active compounds read low | activity change, negative = inhibition, % at 10 µM | hit rate 3.2% among 360,000; in the data active means activity change below about -30%; further: on the % scale 0 is the no-effect control and ±100 the full control effect
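Using tetracycline-induced force-coupled D1 Hek293 cells and a calcium dye, signals were followed for 180 s after compound, then for 180 s after EC80 dopamine, to detect inhibitors.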
Vif-APOBEC3G blk = blocks the Vif interaction with human APOBEC3G; Potency, µM (doses to about 46.1 µM), without a hit: top-dose activity, negative = active, usual class: inhibitors; Q9HC16; HeLa A3G-eYFP + Vif (tagged APOBEC3G with the HIV-1 protein that degrades it), YFP fluorescence, overnight; hit rate 0.076% among 410,000;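 further: potency means the concentration at half of the fitted maximal effect; on the % scale 0 is the no-effect control and ±100 the full control effect; nearly all actives have a fitted effect of over 60% in size; hits raise eYFP signal because A3G escapes Vif-driven loss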
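Read-out is eYFP fluorescence (Ex 488/Em 500-530) from Vif-expressing HeLa A3G-eYFP cells; more signal means A3G escaped Vif-mediated degradation. Cells plated overnight, compound pinned in, incubated overnight at 37 deg C.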
Vif-APOBEC3F blk = inhibitors of Vif-A3F interaction; Potency, µM (top dose mostly 46.1 µM), for inactives: top-dose activity, negative = active; HeLa A3F-eYFP + Vif (tagged APOBEC3F with the HIV-1 protein that degrades it), YFP fluorescence increase; hit rate 0.2% among 390,000; further: potency means the concentration at half of the fitted maximal effect; % of control where 0% means no effect; nearly all actives have a fitted effect of over 65% in size
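HeLa cells stably expressing Vif plus C-terminally eYFP-tagged A3F were seeded, incubated overnight at 37 deg C, dosed with compound, incubated overnight again at 37 deg C. Yellow fluorescence (Ex 488/Em 500-530) reported blocked Vif-mediated A3F-eYFP degradation.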
Active calls of the source: *; u = inconclusive; x = no result given. Unless noted, the call rests on the fitted dose curve; in most records, active means well fitted curve in the direction sought with a large enough effect; inconclusive means small, poorly fitted or top-dose-only effect, or another doubt; inactive means no such curve, though single readings can be large; an effect the other way counts as inactive or inconclusive.

SMILES	LDHA inh	D1 agonist	D2 potentiator	GRP78 ERSR act	RXFP1 ag	D1 potentiator	D1 antagonist	Vif-APOBEC3G blk	Vif-APOBEC3F blk
CCOc1cc(C2C3=C(CC(C)(C)CC3=O)N(CCOC)C3=C2C(=O)CC(C)(C)C3)ccc1OC	-4.6	2.9	0.2	-1.7%	0.2%	-2.0	15.9	0.6%	9.1%
CCN(CC)CCn1c(N)nc2ccccc21	1.2	2.5	-4.5	-3.8%	-1.8%	2.5	-2.3	2.9%	0.8%
COc1ccc(S(=O)(=O)N(C)CC(=O)N2CCN(C)CC2)cc1C	-2.3	0.6	x	-1.6%	-0.9%	-1.4	0.0	1.7%	-0.1%
Cc1ccc(S(=O)(=O)N2CCN(c3ncnc4scc(-c5ccccc5)c34)CC2)cc1	-0.2	x	x	-2.4%	x	x	x	-0.1%	0.5%
Cc1ccc(C2=NS(=O)(=O)N(C)C(C(=O)NC(C)c3ccccc3)=C2)cc1 (centres undefined)	-0.2	3.5	11.2	-4.1%	6.5%	-6.0	-43.4*	3.2%	0.7%
C#CCOCCOCCOCCNc1nc(N2CCN(C(=O)[C@H](Cc3cc4ccccc4[nH]3)n3cc([C@@H](N)C(C)CC)nn3)CC2)nc(N2CCN(C(=O)[C@H](Cc3cc4ccccc4[nH]3)n3cc([C@@H](N)CC(C)C)nn3)CC2)n1 (some centres undefined)	x	-3.8	-1.6	x	-1.2%	0.3	12.1	x	x
CCN(CC)c1ncccc1C(=O)NCc1cccs1	-6.4	0.8	-2.8	-1.8%	2.0%	0.6	-0.4	0.0%	0.9%
COc1ccccc1NC(=O)Nc1ccc(C(N)=O)cc1	0.8	1.6	8.9	4.7%	1.0%	-3.4	-12.6	14.3%	-2.4%
CCN(CCCNC(=O)c1nn(-c2ccc(C)cc2)c(=O)c2c1c1ccccc1n2C)c1ccccc1	4.2	0.3	24.2	x	10.6%	2.0	5.3	x	x
CCc1ccc(Sc2cc(C(=O)NCCCOC(C)C)c3ccccc3n2)cc1	-0.6	5.4	-4.1	-5.5%	0.3%	-1.1	10.0	-6.1%	-5.6%
COc1ccc(-n2c(=S)[nH]c3cc(C(=O)Nc4ccc(OC)c(OC)c4)ccc3c2=O)cc1	-4.4	-0.4	-4.7	-1.8%	1.0%	-3.6	8.0	1.6%	5.0%
CCCCCCCCN=C1NC(=O)CS1	-0.6	-1.2	14.4	-3.7%	1.1%	-0.3	10.5	6.5%	-0.8%
CC(=O)c1ccc(S(=O)(=O)Nc2ccc(-c3cn4c(n3)SCC4)cc2)cc1	-18.1	1.2	7.9	-2.9%	3.2%	-11.4	-2.5	-0.5%	-11.8%
Cc1cccc(NC(=O)CSc2nncn2N)c1C	-4.6	x	x	-4.2%	x	x	x	-0.9%	1.2%
O=C(N=C1SCC(=O)N1c1ccccc1Cl)c1ccccc1	-2.9	4.5	4.3	18.3%	-0.8%	1.9	-14.3	-8.3%	-6.4%
O=C(COC(=O)Cc1cccc(C(F)(F)F)c1)NC1CCS(=O)(=O)C1 (centres undefined)	-2.4	1.2	-0.3	-4.1%	0.3%	-7.7	0.1	1.0%	-7.5%
O=C(O)CNC(=S)N(Cc1ccccc1)Cc1cccs1	0.2	1.5	7.9	0.0%	-0.5%	7.6	2.9	0.1%	12.1%
C[C@H](CO)N1C[C@H](C)[C@H](CN(C)C(=O)Nc2ccc(C(F)(F)F)cc2)Oc2c(NC(=O)c3ccncc3)cccc2C1=O	0.6	x	x	u	x	x	x	-0.7%	-26.9%
O=C1CC(c2ccccc2Cl)C2=C(COC2=O)N1 (centres undefined)	-6.6	3.5	2.4	-6.2%	0.5%	1.0	-11.6	-0.7%	4.0%
Cc1ccc(N2CC(C(=O)N3CCCCC3)CC2=O)cc1C (centres undefined)	0.3	1.5	0.2	3.4%	2.9%	-0.3	-5.0	5.0%	1.5%
COc1ccccc1-c1nnc(SCC(=O)c2ccc(Cl)cc2)n1-c1ccccc1	-9.6	1.6	19.9	-2.8%	-0.5%	-5.0	-2.2	-5.6%	0.4%
CC(Sc1nnc(-c2cccnc2)o1)C(=O)NC1CCCCC1 (centres undefined)	-2.1	2.9	5.7	-1.9%	3.2%	-1.2	-2.7	-0.2%	-0.4%
CCOC(=O)c1ccccc1NC(=O)COC(=O)C1CCN(S(=O)(=O)c2ccccc2C(=O)OC)CC1	-0.5	10.1	5.2	-1.9%	4.3%	-1.0	-0.6	-2.9%	3.6%
O=C(O)CCc1ccc(-c2ccc(Cl)cc2)n1CCC(=O)O	-3.6	2.6	-5.4	-6.8%	0.5%	4.2	-13.3	-2.3%	-2.0%
O=C1/C(=C\c2ccc([N+](=O)[O-])cc2)CCc2ccccc21	-7.1	0.5	-0.4	6.6%	1.9%	-9.7	-6.4	3.0%	-9.9%
(continued)
SMILES	LDHA inh	D1 agonist	D2 potentiator	GRP78 ERSR act	RXFP1 ag	D1 potentiator	D1 antagonist	Vif-APOBEC3G blk	Vif-APOBEC3F blk
FC(F)(F)c1ccc(Oc2ccc(Cl)cc2Br)nc1	-2.3	3.9	9.5	-1.9%	1.2%	-2.8	9.2	-3.4%	-13.8%
NC(=O)c1ccc2c(c1)OCCO2	-2.8	1.6	-6.8	0.6%	-0.4%	1.0	7.1	-0.8%	x
O=C(NCC(c1ccco1)N1CCN(c2ccccc2F)CC1)OCc1ccccc1 (centres undefined)	-6.4	11.1	17.2	-1.2%	7.4%	-2.8	-25.3	-20.9%	4.0%
Cc1cc(C)nc(N2CCC(C(=O)NCc3cccc(C(F)(F)F)c3)CC2)n1	-3.3	0.6	5.9	-4.5%	1.3%	-1.6	-15.1	-8.4%	-8.9%
O=C(COC(=O)c1ccc(-c2nnc(-c3ccccc3)o2)cc1)c1ccccc1	-4.4	1.9	18.5	-0.7%	0.7%	-0.3	15.6	-1.4%	-9.1%
O=C(Nc1cc(Cl)ccc1N1CCOCC1)c1ccco1	-15.9	-1.2	15.6	-1.1%	0.2%	-4.1	9.0	-11.1%	-2.1%
Clc1nc(Nc2ccccc2)nc(Nc2ccccc2)n1	-3.3	-0.2	2.7	4.8%	5.2%	-1.4	-9.3	-6.8%	-2.2%
Cc1c(C(=O)Oc2ccc(F)cc2)sc2ncn(Cc3cccc(F)c3)c(=O)c12	0.0	5.2	4.8	-3.5%	-0.8%	-3.8	9.3	-4.3%	-3.4%
Cc1ccc(NC(=O)c2cc(N3C(=O)C4CCCCC4C3=O)ccc2N2CCOCC2)cc1 (centres undefined)	-1.0	-0.8	7.0	-5.6%	-0.6%	-1.9	8.4	0.9%	-3.4%
C=CCn1c(-c2cccc(OC)c2)nc2nc3ccccc3nc21	0.0	1.4	-1.0	-3.1%	4.9%	-6.5	17.8	-4.8%	-13.7%
CCc1ccc(OCC(=O)NC(NC(=S)Nc2ccccc2OC)C(Cl)(Cl)Cl)cc1 (centres undefined)	-13.6	1.1	-13.7	-7.9%	1.6%	5.5	14.1	-2.8%	1.8%
CC(=O)N1c2ccccc2C(=O)OC1c1cccnc1 (centres undefined)	4.5	6.9	6.4	-2.7%	-1.8%	2.8	0.3	2.6%	0.3%
FC(F)(F)c1ccccc1/C=N/n1c(COc2ccccc2)n[nH]c1=S	1.3	38.3*	2.2	-2.3%	-1.3%	-5.6	-35.6*	0.3%	0.0%
COc1ccc(C(=O)C=Cc2ccc(OCc3ccccc3)c(OC)c2)cc1OC	-11.2	x	x	1.2%	x	x	x	-15.4%	-2.2%
CSc1nc(SCC(=O)NCC2CCCO2)c2c3c(sc2n1)CN(C)CC3 (centres undefined)	6.3	0.5	-3.8	-3.9%	u	3.4	-21.7	-0.4%	19.6%
Cc1ccc(Cn2ncc3c(N4CCN(CCc5ccccc5)CC4)ncnc32)cc1	-13.9	4.2	-17.7	-4.8%	0.1%	0.3	3.1	3.9%	3.1%
S=C(c1ccccc1)N1CCCc2ccccc21	0.7	3.7	4.9	-2.4%	1.7%	1.9	3.7	-5.9%	-10.8%
CC(=O)Nc1cccc(OCC(O)Cn2cnc3ccccc32)c1 (centres undefined)	-0.7	1.4	-13.4	-4.3%	-1.0%	-1.4	-0.3	-3.0%	-2.8%
CC(=O)OC(C(=O)NC1CCCCC1)c1ccc(C)cc1 (centres undefined)	-1.9	2.5	6.1	-4.9%	-0.1%	1.2	-4.6	-0.2%	x
O=C(c1ccc(-c2ccccc2)cc1)N1CCN(C(=O)c2ccco2)CC1	-2.8	3.5	6.8	-1.9%	1.5%	-1.0	-37.3*	-0.8%	-7.4%
COCc1nnc(NC(=O)CCS(=O)(=O)c2ccccc2)s1	-9.2	-0.3	12.2	-6.5%	-1.4%	-4.5	3.9	-15.8%	8.2%
Cc1cccc(OCC(=O)NCCN2CCOCC2)c1	-0.3	-0.6	x	-3.9%	1.7%	-2.7	15.0	0.4%	-8.7%

5 records drawn at random from the list so far, as already listed:
SMILES	LDHA inh	D1 agonist	D2 potentiator	GRP78 ERSR act	RXFP1 ag	D1 potentiator	D1 antagonist	Vif-APOBEC3G blk	Vif-APOBEC3F blk
O=C(c1ccc(-c2ccccc2)cc1)N1CCN(C(=O)c2ccco2)CC1	-2.8	3.5	6.8	-1.9%	1.5%	-1.0	-37.3*	-0.8%	-7.4%
S=C(c1ccccc1)N1CCCc2ccccc21	0.7	3.7	4.9	-2.4%	1.7%	1.9	3.7	-5.9%	-10.8%
FC(F)(F)c1ccc(Oc2ccc(Cl)cc2Br)nc1	-2.3	3.9	9.5	-1.9%	1.2%	-2.8	9.2	-3.4%	-13.8%
CCc1ccc(OCC(=O)NC(NC(=S)Nc2ccccc2OC)C(Cl)(Cl)Cl)cc1 (centres undefined)	-13.6	1.1	-13.7	-7.9%	1.6%	5.5	14.1	-2.8%	1.8%
O=C(NCC(c1ccco1)N1CCN(c2ccccc2F)CC1)OCc1ccccc1 (centres undefined)	-6.4	11.1	17.2	-1.2%	7.4%	-2.8	-25.3	-20.9%	4.0%

Only part of the results is shown; rates above refer to the full screens.
